K1F lysis inhibition: inhibition of K1F phage lysis, E. coli UTI89, bacterial capsule biogenesis inhibitors, alamar blue (AID 488966); E. coli UTI89 K1F phage lysis, alamar blue, 2 h; higher % means a stronger effect; inhibition, % at 100 µM; hits with a dose series show IC50 in µM; hit rate 0.02% among 340,000;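 active means phage lysis inhibition, versus mean bacterial control, above a set limit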;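 further: capsule biogenesis inhibitors block K1F phage lysis so surviving cells raise fluorescence; higher fluorescence means more inhibition of phage lysis; actives were called in the ten point dose series up to 300 µM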
TNAP activation fold: human TNAP enzyme activators, primary screen, biochemical, luminescent, no phosphate acceptor, uHTS (AID 1001) | Alkaline phosphatase, tissue-nonspecific isozyme (Homo sapiens) | purified TNAP, luminescent activation assay, no phosphate acceptor; higher activation fold means a stronger effect | one-dose activation fold at 20 µM; EC50 in µM for titrated hits | hit rate 0.03% among 200,000; in the data active means activation fold from about 3, or a potency from the dose series; inactive means the rest, 99 in 100 with activation fold below about 1.6; further: many of its hits are not listed in these tables
MgcRacGAP inhibition: MgcRacGAP GTPase-activating activity inhibitors, confirmation, biochemical, ADP Hunter fluorescence. MgcRacGAP-stimulated Rac1 GTP hydrolysis, ADP Hunter fluorescence; higher % means a stronger effect; GST-tagged Rac1 F28L mutant substrate. inhibition, % at 30 µM, or IC50 in µM where a hit was titrated. hit rate 0.6% among 340,000. AID 624330, 2012;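 active means first-screen hits whose inhibition reached a set limit at any dose in the follow-up dose series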;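 further: fluorescence reports GDP produced by GAP-driven GTP hydrolysis; strong numbers were not always called active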
T cell modulator: modulators of CD8 T cell-vesicle binding, primary screen, mouse 2C CD8+ T cells, flow cytometry; hit rate 0.068% among 330,000; calls only at 7 µM; 2C CD8+ T cell-vesicle binding; hits give low values;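 active means response, share of CD8 T cells binding vesicles, and their 90th percentile fluorescence all below set limits, cut at about 80% in these data, passing the limit was not always enough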
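Material: murine 2C transgenic CD8+ T lymphocytes / Also added: QL9-peptide-loaded Drosophila micro-vesicles bearing Ld, ICAM-1 and B7-1 / Schedule: binding step 1.5 h, 37 °C, antibody labelling 20 min, ice / Signal: flow cytometry, PE anti-B7-1 (FL2) versus Alexa647 anti-CD8 (FL8), PFA-fixed / Evaluation: percent CD8+ FL2 mean versus row control / Benchmarks: naked versus QL9-loaded vesicles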
RSV CPE inhibition: RSV antiviral activity via CPE protection, HEp-2 cells, primary 10 µM value included (AID 2391) | CPE inhibition, % at 10 µM, or IC50 in µM where a hit was titrated | hit rate 0.13% among 310,000 | HEp-2 cells, RSV-induced CPE inhibition; higher % means a stronger effect; in the data active means a potency from the dose series; further: strong numbers were not always called active
Large T inhibition: SV40 large T antigen inhibitors, biochemical (AID 1903); SV40 large T antigen ATPase/helicase inhibition assay; higher % means a stronger effect; hit rate 0.39% among 310,000; inhibition, % at 20 µM, or IC50 in µM where a hit was titrated; in the data active means a potency from the dose series; further: strong numbers were not always called active
NTR1 agonist: agonists of NTR1, primary screen, imaging, U2OS cells, beta-arrestin-GFP, high content (AID 493036); Neurotensin receptor type 1 (Homo sapiens), P30989; NTR1-U2OS beta-arrestin-GFP spot imaging, agonist mode; activation, % at 20 µM; hit rate 0.17% among 330,000;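 active means activation at or above 40% of the spot to cytoplasm intensity ratio, with at least 20 cells analyzed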;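 further: 0% = DMSO without peptide and 100% = 100 nM NTR1 peptide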
Target sequence (P30989 whole entry, looked up): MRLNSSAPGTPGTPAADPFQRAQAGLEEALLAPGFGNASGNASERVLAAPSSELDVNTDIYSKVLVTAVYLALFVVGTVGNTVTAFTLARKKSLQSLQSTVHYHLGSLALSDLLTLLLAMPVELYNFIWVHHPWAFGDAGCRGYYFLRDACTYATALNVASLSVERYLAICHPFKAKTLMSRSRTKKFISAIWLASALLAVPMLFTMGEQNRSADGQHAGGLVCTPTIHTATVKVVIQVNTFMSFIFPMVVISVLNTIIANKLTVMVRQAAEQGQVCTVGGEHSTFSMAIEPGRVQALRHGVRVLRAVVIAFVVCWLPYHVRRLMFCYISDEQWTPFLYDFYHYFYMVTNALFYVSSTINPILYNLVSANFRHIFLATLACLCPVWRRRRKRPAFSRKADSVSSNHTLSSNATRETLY
Myeloid diff MLP: induction of myeloid progenitor differentiation, primary screen, cell-based, flow cytometry, MLPCN library. calls only at 10 µM. ER-HoxA9 myeloid progenitors, lysozyme-GFP differentiation. hit rate 1% among 360,000. AID 624256, 2012;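 active means normalized GFP-positive differentiation at or above the plate's own cutoff, the solvent-only control mean plus 3 SD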;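 further: cells exposed to compound for four days before flow analysis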
PhoP inhibition: inhibitors of PhoP regulon expression, primary screen, Salmonella Typhimurium, GFP reporter (AID 1863); S. Typhimurium PhoP-regulated promoter GFP reporter, 4 h; higher % means a stronger effect; inhibition, % at 50 µM; hits with a dose series show IC50 in µM; hit rate 0.16% among 300,000;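 active means inhibition over 29.93%, a cutoff 3 SD above the screen mean, later confirmed by dose response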;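 further: 0% = low Mg2+ inducing control and 100% = high Mg2+ repressing control; strong numbers were not always called active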
T cell modulator vesicle-bound %: recorded beside T cell modulator, whose call it bears; double positive events, %; measured here: CD8+ vesicle-bound cell fraction;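 binding gate set so that unloaded-vesicle control wells show 10% double positive cells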
NTR1 agonist cell count 20 µM: second read-out of NTR1 agonist, no call of its own (marks repeat the call); cell count; measured here: cell count, cytotoxicity flag
Myeloid diff MLP GFP+ MAC1+ %: further read-out of Myeloid diff MLP, marked with its call; GFP+ MAC1+ double positive, %; measured here: differentiation confirmed by MAC1 staining
Starred values were filed as active, the others as inactive; i = inactive; x = not tested or not shown; [ ] = dose if it differs, or a comment. No enrichment for hits, and some 2.3% of all compounds hit somewhere here.

Start of the data: the first 3 entries, to show the layout:
SMILES	K1F lysis inhibition	TNAP activation fold	MgcRacGAP inhibition	T cell modulator	T cell modulator vesicle-bound %	RSV CPE inhibition	Large T inhibition	NTR1 agonist	NTR1 agonist cell count 20 µM	Myeloid diff MLP	Myeloid diff MLP GFP+ MAC1+ %	PhoP inhibition
Brc1ccc2c(c1)C(c1cccnc1)=NNC(c1cccs1)=N2	-1.9%	1.1	-11.4%	i	29.7	1.9%	9.0%	1.0	42	i	0.3	5.0%
CC1SCCN1S(=O)(=O)c1ccc2ccccc2c1 (stereo not given)	-3.2%	1.1	-13.1%	i	44.2	1.4%	20.3%	-0.8	81	i	2.1	-0.9%
Cc1cc(C)c(NC(=O)c2cc(C(=O)O)ccc2C(=O)O)c([N+](=O)[O-])c1	-0.8%	1.1	1.4%	i	39.8	1.3%	4.5%	-1.6	28	x	x	-0.8%

All compounds of this part, from the start:
SMILES	K1F lysis inhibition	TNAP activation fold	MgcRacGAP inhibition	T cell modulator	T cell modulator vesicle-bound %	RSV CPE inhibition	Large T inhibition	NTR1 agonist	NTR1 agonist cell count 20 µM	Myeloid diff MLP	Myeloid diff MLP GFP+ MAC1+ %	PhoP inhibition
Brc1ccc2c(c1)C(c1cccnc1)=NNC(c1cccs1)=N2	-1.9%	1.1	-11.4%	i	29.7	1.9%	9.0%	1.0	42	i	0.3	5.0%
CC1SCCN1S(=O)(=O)c1ccc2ccccc2c1 (stereo not given)	-3.2%	1.1	-13.1%	i	44.2	1.4%	20.3%	-0.8	81	i	2.1	-0.9%
Cc1cc(C)c(NC(=O)c2cc(C(=O)O)ccc2C(=O)O)c([N+](=O)[O-])c1	-0.8%	1.1	1.4%	i	39.8	1.3%	4.5%	-1.6	28	x	x	-0.8%
CN(CCOc1ccc(Cl)cc1)C(=O)CNS(=O)(=O)c1ccc(N(C)C)c([N+](=O)[O-])c1	0.1%[50 µM]	x	3.7%	x	x	x	x	2.0	54	i	1.7	x
COc1ccc(CC(=O)Oc2ccc(C)cc2Br)cc1S(=O)(=O)N1CCOCC1	-0.6%[50 µM]	x	0.4%	i	32.1	-1.4%	13.7%	0.2	73	i	0.3	2.8%
CC(C)c1ccc(NC(=O)CSc2nc3ccccc3nc2N2CCCC2)cc1	0.2%	x	7.0%	i	45.4	4.7%	5.3%	4.6	54	i	2.3	x
CCN(CC)S(=O)(=O)c1ccc(C(=O)NCCN(C)C)cc1	0.8%	1	1.7%	i	53.2	1.0%	3.0%	-0.1	56	i	0.2	2.5%
Cc1c(C(=O)OC(C)C)sc(NC(=O)c2cccnc2)c1C#N	0.1%	1.1	11.5%	i	22.8	8.6%	1.2%	1.7	31	i	0.7	3.4%
CCCc1[nH]nc2c1C(C1CCCCC1)C(C#N)=C(N)O2 (stereo not given)	-0.6%	0.5	2.4%	i	43.8	6.4%	4.4%	6.2	43	i	2.0	-5.0%
Cc1ccc2c(c1)c1ncnc(N3CCN(c4ccccc4)CC3)c1n2C	0.0%	1.1	7.9%	i	23.9	18.6%	1.6%	6.8	67	i	0.3	-1.9%
O=C(CC(=O)NC1CCCCC1)N/N=C/c1ccc(Cl)cc1	1.0%	1.1	11.1%	i	55.5	3.6%	8.7%	1.6	32	i	1.2	-1.2%
COc1ccc(C(CC(=O)c2ccccc2)S(=O)(=O)c2ccccc2)cc1 (stereo not given)	3.9%	1	6.5%	i	47.7	0.9%	-7.4%	10.5	30	i	0.6	-6.5%
CCN(CC)C(=O)[C@H]1C[C@H](CC(=O)NCc2ccco2)C(=O)N2CCc3c([nH]c4ccc(Cl)cc34)[C@]12C	0.1%	x	8.4%	x	x	x	x	2.1	66	i	0.8	x
Cc1ccc(-n2c(C)cc(C(=O)COC(=O)c3ccc[nH]c3=O)c2C)cc1	1.4%	1.2	-1.1%	i	46.1	4.9%	0.7%	1.7	43	i	0.5	20.8%
O=C(Nc1ccccc1N1CCCCC1)c1cc(S(=O)(=O)N2CCOCC2)ccc1F	1.3%[50 µM]	x	5.7%	x	x	x	x	2.0	39	i	1.6	x
CC(C)C(c1nnnn1Cc1ccccc1)N1CCN(Cc2ccc3c(c2)OCO3)CC1 (stereo not given)	0.2%	1.1	-4.6%	i	32.0	0.6%	5.5%	0.4	60	i	0.0	-0.9%
CCOc1cc(NC(=S)NC)c(OCC)cc1NC(=O)c1cccs1	0.5%	x	14.0%	i	25.7	-1.0%	9.4%	2.3	59	i	0.6	0.6%
CC(C)n1cnc2c(Nc3ccc(C(=O)O)cc3)nc(Cl)nc21	0.2%	x	8.1%	i	56.5	-1.9%	16.9%	0.3	62	i	1.9	-9.8%
CCc1c(C)nc(N)n2c(SCC(=O)N3CCCc4ccccc43)nnc12	1.6%	1.2	7.1%	i	12.4	0.3%	6.8%	0.8	54	i	6.5	9.9%
CCOC(=O)C1CCN(Cc2coc3ccc(Cl)cc3c2=O)CC1	7.6%	1.2	12.4%	i	25.8	-1.8%	3.9%	0.6	97	i	1.0	2.8%
CCCN(CC(=O)Nc1ccccc1C)C(=O)c1ccc(-c2ccc([N+](=O)[O-])cc2)o1	-0.2%[50 µM]	x	4.0%	i	37.4	1.4%	x	0.7	56	i	0.2	x
O=C(NCc1ccncc1)C12CC3CC(CC(Cl)(C3)C1)C2	0.1%	x	0.8%	i	41.4	2.1%	1.9%	-0.2	52	i	0.4	3.5%
CC(C)c1ccc(NC(=O)CN2C(=O)NC3(CCCCCCC3)C2=O)cc1	-2.7%	x	-1.9%	i	39.3	x	x	4.9	50	i	0.2	x
Cc1c(C)c2ccc(OCC(=O)c3ccccc3)cc2oc1=O	0.3%	x	2.9%	i	55.3	2.3%	27.6%	2.4	49	x	x	-0.4%
Cc1ccc2c(c1)N(C(=O)CCC(=O)NCCCN1CCN(C)CC1)CC(C)O2 (stereo not given)	0.1%	x	1.6%	i	18.9	0.5%	6.2%	1.5	65	i	3.0	x
CCCc1c(C(=O)N/N=C/c2ccccc2C(F)(F)F)nnn1-c1nonc1N	0.1%	x	15.6%	i	11.5	0.9%	-15.9%	1.2	64	i	1.4	-1.1%
CC1C(C#N)=C(N)OC2=C1C(=O)CC(C)(C)C2 (stereo not given)	0.8%	1.2	6.8%	i	48.3	-1.8%	4.0%	-2.6	90	i	0.8	-5.8%
Cc1cccc2sc(NC(=O)c3cc(S(=O)(=O)N(C)C)ccc3N3CCCC3)nc12	4.5%	1.1	7.6%	i	56.8	16.2%	3.2%	-0.3	89	i	0.4	-11.9%
O=C(CN1CCCC1)Nc1ccc([N+](=O)[O-])cc1Cl	0.3%	1	-9.2%	i	40.7	1.6%	7.7%	-1.3	45	i	0.2	3.0%
CCOC(=O)N1CCN(C(=O)c2oc3ccc(S(=O)(=O)N4CCCCCC4)cc3c2C)CC1	-0.5%	1	11.2%	i	24.5	19.0%	0.7%	0.1	93	i	2.0	4.2%
COc1cccc(C(=O)N(C)c2nnc(-c3ccncc3)s2)c1	-0.5%	1.1	6.9%	i	47.3	2.0%	1.9%	-0.9	39	i	1.0	12.6%
COc1ccc2c(c1)CCC/C2=N\NC(=O)c1ccoc1C	2.3%[50 µM]	1.1	5.2%	i	17.3	1.1%	11.0%	x	x	i	0.1	3.3%
Cc1cc(N2CCCC2=O)cc(C)c1S(=O)(=O)Nc1c(C)nn(C)c1C	-0.1%	1.1	5.3%	i	44.9	1.4%	2.9%	0.0	77	i	0.2	1.9%
COc1ccc(-n2nc(C(=O)NCC(=O)NC3CCCCCC3)c3ccccc3c2=O)cc1OC	-0.1%	x	2.0%	i	16.5	3.2%	0.9%	3.2	57	i	1.0	-0.4%
COC(=O)c1sccc1NC(=O)CC1C(=O)NCCN1C(=O)c1ccc(C)c(C)c1 (stereo not given)	-0.1%	x	10.4%	i	37.6	4.2%	-6.1%	-0.6	38	i	0.6	-2.7%
O=S(=O)(NC1=NCCCCC1)c1cccs1	-0.1%	1	-0.6%	i	10.2	0.8%	-3.0%	-1.1	38	i	5.3	29.8%
COC(=O)/C=C1\N/C(=N\c2nc(C)cc(C)n2)N(c2ccc(C)c(C)c2)C1=O	0.1%	1	10.0%	i	43.5	3.0%	6.2%	1.4	84	i	0.2	11.6%
Cc1ccc(S(=O)(=O)N2CCOCC2)cc1NC(=O)CSc1cccc[n+]1[O-]	2.0%[50 µM]	1.1	9.3%	i	3.9	0.8%	16.8%	2.3	41	i	0.5	-3.6%
COc1ccc(C(=O)Nc2ccccc2C(=O)NC(Cc2ccc(O)cc2)C(=O)NNC(=O)c2ccc(C)cc2)cc1 (stereo not given)	0.0%	1.5	10.6%	i	41.3	4.7%	7.0%	5.9	63	i	0.4	12.8%
O=C(Cc1ccccc1)Nc1ccc(NC(=O)c2ccco2)cc1Cl	-0.1%	x	5.8%	i	26.6	1.9%	-1.6%	1.7	51	i	1.5	5.4%
COc1ccc([C@H]2/C=C\CN(S(=O)(=O)c3ccc4ccccc4c3)[C@@H](C)C(=O)N2Cc2ccc(F)cc2)cc1	0.7%	x	10.6%	i	38.5	-1.2%	10.5%	20.2	85	i	2.7	0.4%
CC(=C/c1ccc(C(C)C)cc1)/C=N/NC(=O)Cn1nnnc1N	0.5%	x	5.5%	i	29.0	x	7.2%	-1.3	40	i	0.5	-6.8%
COc1ccc(S(=O)(=O)NCc2ccc(C(=O)N3CCc4ccccc4C3)cc2)cc1	6.0%	1.1	4.5%	i	5.8	10.6%	5.0%	2.8	39	i	0.5	8.6%
Cc1ccc(C(=O)NCC(=O)N(C)CC(=O)Nc2ccccc2Br)s1	0.5%[50 µM]	x	4.2%	i	29.1	0.3%	x	-2.8	52	i	0.8	x
COc1ccc(C(=O)NNC(=O)COC(=O)c2sccc2C)cc1	0.8%[50 µM]	x	8.3%	i	9.6	2.0%	x	1.3	68	i	0.7	x
Cc1cc(C)n2ncc(/C(N)=N/OC(=O)Nc3ccccc3)c2n1	0.5%	x	8.4%	i	33.3	2.2%	17.7%	-0.3	49	i	0.9	0.4%
CC(=O)C1=C(O)C(=O)N(c2ccc(S(=O)(=O)Nc3nccs3)cc2)C1c1ccc(F)cc1 (stereo not given)	0.3%	x	7.3%	i	13.0	2.0%	18.0%	-0.6	65	i	0.5	2.8%
